Screens deposited in PubChem by several laboratories.
Mcl1 Bid PPI = Mcl-1/Bid interaction inhibition. AID 1021. 0.97% of 220,000 active. TR-FRET Mcl-1/Bid-Dy647 peptide binding, 1536-well. inhibition, % at 21.7 µM;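 active = compounds that cut the binding signal by more than half at the single screening dose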;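 note: His-tagged Mcl-1 with europium anti-His antibody binding Bid BH3 peptide; 0% = Mcl-1 plus peptide wells and 100% = peptide-only wells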
Target sequence (Q07820 whole entry, looked up): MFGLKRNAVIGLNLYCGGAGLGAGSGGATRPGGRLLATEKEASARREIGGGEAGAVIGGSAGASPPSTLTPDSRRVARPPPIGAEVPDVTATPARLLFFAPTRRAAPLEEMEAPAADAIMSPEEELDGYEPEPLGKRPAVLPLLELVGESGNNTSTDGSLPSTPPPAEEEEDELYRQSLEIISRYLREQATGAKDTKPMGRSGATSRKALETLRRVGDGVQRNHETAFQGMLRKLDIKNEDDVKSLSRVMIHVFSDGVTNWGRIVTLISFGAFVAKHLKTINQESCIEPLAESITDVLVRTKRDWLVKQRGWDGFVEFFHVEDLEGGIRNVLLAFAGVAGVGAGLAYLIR
HRas wt GTP = human HRas wildtype GTP binding, change in either direction. 0.14% of 190,000 active. P01112. GST-Ras wt beads, Bodipy-FL-GTP binding, flow cytometry; actives lie on both sides. GTP binding activity, % at 10 µM;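 active = GTP binding activity at least 20% away from the 100% baseline, either lowered as inhibitor or raised as activator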;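 note: 0% = unlabeled GTP competition control and 100% = no-compound control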
Target sequence (P01112 whole entry, looked up): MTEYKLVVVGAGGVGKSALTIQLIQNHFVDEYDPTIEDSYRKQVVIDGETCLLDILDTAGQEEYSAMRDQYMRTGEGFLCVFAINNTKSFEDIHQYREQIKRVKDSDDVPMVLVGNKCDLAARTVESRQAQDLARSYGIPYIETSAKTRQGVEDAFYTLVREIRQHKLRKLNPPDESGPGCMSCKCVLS
RGS8-Gao = human RGS8-Galphao interaction regulation. response (percent of control binding), % at 10 µM. 0.34% of 220,000 active. multiplexed bead flow cytometry, RGS8-Galphao binding; actives lie on both sides. P09471; in the data active = response below about 60% or above about 140%; inactive = in between;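 note: Galphao activated as the GDP aluminium fluoride complex binding bead-coupled RGS8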
Target sequence (P09471 whole entry, looked up): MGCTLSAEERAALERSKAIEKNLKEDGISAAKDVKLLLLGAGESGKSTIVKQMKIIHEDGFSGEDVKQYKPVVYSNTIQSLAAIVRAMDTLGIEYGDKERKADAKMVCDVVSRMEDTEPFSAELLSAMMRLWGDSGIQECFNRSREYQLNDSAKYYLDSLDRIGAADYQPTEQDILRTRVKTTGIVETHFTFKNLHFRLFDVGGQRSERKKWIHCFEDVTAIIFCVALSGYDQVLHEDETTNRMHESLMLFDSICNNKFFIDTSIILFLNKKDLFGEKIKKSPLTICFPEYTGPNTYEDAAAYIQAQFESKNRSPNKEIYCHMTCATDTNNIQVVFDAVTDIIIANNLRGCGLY
Rac1 mut GTP = modulators of GTP binding to human Rac1 activated mutant | percent activity (GTP binding), % at 10 µM | GST-Rac1 activated beads, fluorescent GTP binding, flow cytometry; actives lie on both sides; 100% means binding = to untreated wells | AID 764 | P63000 | 0.11% of 190,000 active;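 active = GTP binding at least 20 percentage points away from the 100% baseline, in either direction, so actives lie on both sides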
Rab7 wt GTP bind = alters GTP binding to wildtype dog Rab7 | AID 758 | GTP binding activity (percent of control), % at 10 µM | 0.055% of 190,000 active | GST-Rab7 beads, fluorescent GTP binding, flow cytometry; actives lie on both sides; untreated = 100%, excess cold GTP = 0%;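 active = fluorescent GTP binding to Rab7 beads changed by at least 20 points from the 100% baseline, either direction, mostly lower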;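 note: median green fluorescence of bound Bodipy-FL-GTP per Rab7 bead population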
Rac1 wt GTP bind = alters GTP binding to wildtype human Rac1; P63000; GST-Rac1 beads, fluorescent GTP binding, flow cytometry; actives lie on both sides; 0 = cold GTP competed, 100 = untreated; GTP binding activity (% of control), % at 10 µM; 0.27% of 190,000 active; AID 757;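 active = GTP binding activity at least 20 points away from the 100% control level, either lower or higher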
Pf gametocyte = kills late stage P. falciparum gametocytes; P. falciparum stage V gametocytes, ATP luminescence, 24 h; inhibition, % at 10.9 µM; 0.065% of 150,000 active; AID 743093;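 active = inhibition above the mean plus 3 SD of compounds within the control limits, set per campaign, cut at about 38% in these data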;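 note: 0% = DMSO wells and 100% = medium only without gametocytes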
Mcl1-Noxa inh = disrupts binding of human Mcl-1 to Noxa peptide; TR-FRET Mcl-1/Noxa peptide binding, 2 h; 1.5% of 220,000 active; inhibition, % at 21.7 µM; Q07820;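 active = compounds that cut the protein-peptide binding signal by more than 50% relative to plate controls in a single-dose test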;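 note: His-tagged Mcl-1 with rhodamine Noxa BH3 peptide and terbium anti-His antibody; 0% = Mcl-1 plus Noxa peptide wells and 100% = peptide-only wells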
Rab2A wt mod = changes GTP binding to wildtype dog Rab2A, up or down | GTP binding activity, % at 10 µM | GST-Rab2 wt beads, Bodipy-GTP binding, flow cytometry | AID 760 | 0.19% of 190,000 active;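 active = GTP binding activity at least 20 points away from 100%, either lowered or raised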;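 note: 0% = beads with excess unlabeled GTP and 100% = no-compound control corrected for plate trend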
Mcl-1 Bim block = human Bim-Mcl-1 interaction inhibition; inhibition, % at 10 µM; Bead-based flow cytometry, Bim peptide-Mcl-1 binding; 0.1% of 190,000 active; AID 1009; Q07820; in the data active = inhibition above about 40%;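 note: 0% = no compound tracer wells and 100% = peptide blocker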
Cdc42 wt = changes GTP binding to wildtype human Cdc42. GST-Cdc42 beads, Bodipy-GTP binding, flow cytometry; actives lie on both sides. 0.2% of 190,000 active. percent activity (GTP binding), % at 10 µM;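 active = percent activity GTP binding at least 20 points away from the 100% baseline, either down as inhibitor or up as activator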;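 note: median bead fluorescence of bound Bodipy-FL-GTP at 100 nM; 0% = excess unlabeled GTP control and 100% = no compound control; below 100% means less GTP binding so inhibitor and above means activator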
Starred values were filed as active, the others as inactive; · = no result given.

Compound	Rab7 wt GTP bind	Pf gametocyte	Rac1 mut GTP	Rac1 wt GTP bind	Mcl-1 Bim block	Mcl1-Noxa inh	Mcl1 Bid PPI	Cdc42 wt	Rab2A wt mod	RGS8-Gao	HRas wt GTP
CC(=O)C1=C(O)C(=O)N(CCN2CCOCC2)C1c1ccccc1 (stereo not given)	97	·	97	100	-7	18	-29	99	100	101	100
CCC(C)(C)NC(=O)C(c1cccs1)N(C(=O)c1ccn[nH]1)c1ccccc1 (stereo not given)	95	2	97	99	2	-18	-31	95	95	105	94
Cc1cc(C)c(OCCCCN2CCC(C)CC2)c(Br)c1	111	9	98	101	-3	12	20	102	104	101	98
c1ccc(OCCCn2nnc(-c3cccnc3)n2)cc1	97	15	99	112	2	-3	-14	105	97	95	101
Cc1cc([N+](=O)[O-])nn1Cc1ccccc1F	107	-6	101	105	0	-5	7	107	106	100	106
CCC(=O)NC(=S)Nc1ccccc1OC	99	-1	93	93	-4	0	2	97	97	101	99
Cc1ccc(NC(=O)COC(=O)CCC(=O)c2cccs2)cc1C	89	2	91	92	3	17	-10	91	88	100	91
O=C1CCCN1CCC1CCCCN1Cc1nc(-c2cnccn2)no1 (stereo not given)	92	3	97	99	1	-2	-9	95	94	109	96
CC(=O)Nc1ccc(S(=O)(=O)NC(C)C(=O)OCC(=O)NC2CCCC2)cc1 (stereo not given)	101	-8	100	101	-2	10	-25	102	99	98	102
C/C(=N/NC(=O)CN1CCN(S(=O)(=O)c2ccc(Br)cc2)CC1)c1ccco1	92	·	98	101	-4	1	4	100	98	100	97
Clc1ccc(Cn2ncc3c(N4CCCC4)ncnc32)cc1	97	-14	97	100	1	7	4	99	100	121	100
O=C(NCCN1CCOCC1)c1cccc(S(=O)(=O)N2CCCCCC2)c1	98	·	98	100	1	-1	2	98	98	103	99
CC1CCN(CC(C)OC(=O)c2ccc3c(c2)OCCO3)CC1 (stereo not given)	103	·	97	100	-1	6	3	96	99	102	98
O=C(Cn1cc(C(=O)c2cccs2)c2ccccc21)NCc1cccs1	99	-15	100	102	-5	-3	-17	102	103	104	102
CCOCCCNC(=O)C1CCCN1C(=O)NC1CCCCC1 (stereo not given)	99	·	98	98	-1	-2	-5	99	97	101	99
CN(CC(=O)Nc1ccccc1C(F)(F)F)C(=O)COc1cccnc1[N+](=O)[O-]	104	19	95	94	-3	34	-26	94	97	101	95
CC(C)(C)C(=O)CNS(=O)(=O)c1ccc(S(=O)(=O)NC2CCCC2)cc1	103	8	100	102	-6	4	-23	103	103	105	102
O=C(CCC1CCCC1)Nc1cccc(Cc2ccncc2)c1	94	15	94	96	-4	6	-18	96	96	100	95
Nc1nc(Br)c2ccccc2c1-c1ccc(F)cc1	101	·	99	106	-2	-2	-57	101	100	98	102
COc1cccc(C2CC(c3ccccc3)n3ncnc3N2)c1 (stereo not given)	98	·	93	96	3	10	-4	96	98	102	96
Cc1nc2ccccc2n1CC(=O)OCC(=O)Nc1ccc2c(c1)OCCO2	94	-18	94	91	-3	·	-2	96	94	101	94
COc1nc(N)c(S(=O)(=O)c2ccccc2C)cc1C#N	94	·	98	97	0	-17	-15	94	96	98	95
Cc1ccsc1C(=O)Nc1ccccc1N1CCOCC1	100	3	100	104	4	5	-5	105	101	100	102
O=c1c([N+](=O)[O-])cccn1Cc1ccc(F)cc1Cl	96	-3	95	98	-1	18	9	96	95	93	98
CCOc1ccccc1NC(=S)NCC1CCCO1 (stereo not given)	101	-2	98	103	-4	7	-50	104	99	97	99
O=C1CC(C2CCCO2)C(=O)N1c1ccc(Cl)c(Cl)c1 (stereo not given)	101	-5	93	98	-2	6	-2	97	98	100	99
O=C(NCC1CCCO1)c1cc2c(=O)[nH]c3ccccc3c2s1 (stereo not given)	94	7	96	93	-1	13	-10	94	94	99	94
CN(Cc1cnn(C)c1)Cc1nc(-c2ccc(Cl)cc2)no1	96	2	95	101	-4	5	-6	97	96	98	98
Cc1ccccc1C(=O)NC(=S)Nc1cccc(NC(=O)C(C)C)c1	99	9	94	93	-2	7	-38	95	97	103	95
Cc1cc(C)c2nc(NNC(=O)c3cc(-c4cccs4)nc4ccccc34)sc2c1	102	·	94	96	-2	-60	-23	96	98	95	99
COC(=O)c1cc2c(ccn2-c2ccc(F)cc2)n1Cc1ccc(C#N)cc1	96	8	98	106	-5	9	-45	100	95	95	99
Cc1cc(/C=C2\SC(=S)NC2=O)c(C)n1C1CC1	98	1	99	102	-2	10	-82	103	101	100	101
CC1CCN(C(=O)Cn2c(=O)n(Cc3ccc4c(c3)OCO4)c(=O)c3ccccc32)CC1	99	6	100	99	0	3	3	100	98	98	100
CCOC(=O)c1sc(NC(=O)Nc2ccc(F)cc2)nc1C	100	-26	98	100	0	32	8	96	99	73	97
N#CC1CC(c2ccc([N+](=O)[O-])cc2)=NN1c1ccc([N+](=O)[O-])cc1 (stereo not given)	100	-23	99	98	6	14	2	98	100	99	97
CCC(Sc1nc2ccc(C)cc2[nH]1)C(=O)O (stereo not given)	97	·	99	106	2	7	-33	103	101	101	100
O=C(C1CC=CCC1)N1CCC(CO)(Cc2ccc(Cl)cc2)CC1 (stereo not given)	107	12	95	98	-5	12	-10	97	100	102	96
O=S(=O)(NCCc1ccc2c(c1)OCCO2)c1cccs1	98	·	94	98	0	5	8	95	95	99	98
O=CN1N=C(c2ccccc2)CC1c1ccccc1[N+](=O)[O-] (stereo not given)	101	1	102	105	0	6	-6	103	101	100	102
COc1cccc(S(=O)(=O)Nc2ccc(C(=O)N3CCCCCC3)cc2)c1	99	·	91	95	-1	4	-25	92	95	108	94
CCOC(=O)CP(=O)(c1ccccc1)c1ccccc1	93	·	97	96	-2	9	2	98	97	104	98
CCOC(=O)c1sc(C)c(C(=O)NCC(C)(C)CN(C)C)c1N	100	11	98	98	0	15	-18	99	98	106	99
COc1cccc(NS(=O)(=O)c2cn(C)c(=O)n(C)c2=O)c1	100	·	100	101	-1	17	-8	102	102	102	101
CCCCCCn1ccc(=N)cc1	105	-23	102	109	1	-7	-7	109	103	104	105
O=C(O)CC(C(=O)OCC1CCCO1)N1CCOCC1 (stereo not given)	99	·	101	105	-7	13	-16	103	105	102	102
Cc1ccc(OCCCn2c(CO)nc3ccccc32)cc1	101	2	101	104	-5	19	-48	101	101	93	101
Cc1nc(NC(C)c2ccccc2)c2c3c(sc2n1)CCC3 (stereo not given)	95	·	93	93	-4	-1	3	93	94	101	94
O=P(O)(O)c1ccccc1OCCOCCOCCOCCOc1ccccc1P(=O)(O)O	105	-2	97	101	-1	24	-20	99	100	102	100

Random excerpt: 2 records from the list
Compound	Rab7 wt GTP bind	Pf gametocyte	Rac1 mut GTP	Rac1 wt GTP bind	Mcl-1 Bim block	Mcl1-Noxa inh	Mcl1 Bid PPI	Cdc42 wt	Rab2A wt mod	RGS8-Gao	HRas wt GTP
COc1cccc(NS(=O)(=O)c2cn(C)c(=O)n(C)c2=O)c1	100	·	100	101	-1	17	-8	102	102	102	101
O=P(O)(O)c1ccccc1OCCOCCOCCOCCOc1ccccc1P(=O)(O)O	105	-2	97	101	-1	24	-20	99	100	102	100

(next part)
Compound	Rab7 wt GTP bind	Pf gametocyte	Rac1 mut GTP	Rac1 wt GTP bind	Mcl-1 Bim block	Mcl1-Noxa inh	Mcl1 Bid PPI	Cdc42 wt	Rab2A wt mod	RGS8-Gao	HRas wt GTP
O=C(O)c1c2c(nc3ccc(S(=O)(=O)N4CCC(C(=O)NC5CCCCCC5)CC4)cc13)CCCC2	94	14	86	87	1	40	-62	89	88	100	89
Fc1cc(Br)ccc1NC(=S)NCCc1ccccc1	100	·	99	103	0	6	-11	102	99	63	100
CCN=C1S/C(=C\c2ccc(O)c(OCC)c2)C(=O)N1CC	101	-34	99	102	-2	5	-3	100	99	104	101
COc1ccc(CNn2c(-c3ccccc3F)nc3ccccc3c2=O)cc1OC	107	·	101	103	2	5	-9	104	100	97	102
O=C1CC(N2CCN(c3ccccc3)CC2)C(=O)N1CCc1ccccc1 (stereo not given)	99	2	102	104	4	-4	-74	106	102	101	103
O=C(NCCc1ccccc1)C1(c2ccccc2)CC1(Cl)Cl (stereo not given)	96	·	98	102	-2	4	-10	106	102	101	104
CC(C)C(=O)N(Cc1ccc2c(c1)OCO2)Cc1ccccn1	103	0	100	107	0	1	-16	103	101	98	104
CCCCC(CC)CNC(=O)c1cccs1 (stereo not given)	97	·	95	95	-2	-7	11	97	96	98	97
COC(=O)c1cc(=O)n(Cc2ccc3c(c2)OCO3)c(=Nc2ccc(F)c(Cl)c2)s1	96	·	98	104	-3	-1	-4	102	99	107	97
O=C(NCc1ccco1)C1CCCN1S(=O)(=O)c1ccc2ccccc2c1 (stereo not given)	99	-7	100	102	-2	5	-14	100	100	97	101
CCOC(=O)c1c(C)[nH]c(C(=O)Cn2nnc(-c3ccccc3)n2)c1C	106	·	100	111	8	-5	-25	108	104	98	103
Cn1c(NC(=O)c2cccs2)c(-c2cccs2)c(=O)c2ccccc21	101	-6	100	100	-3	7	-12	99	98	99	98
O=S(=O)(c1ccc(F)cc1)N1CCN(Cc2ccccn2)CC1	100	2	94	94	-1	-5	-34	92	95	131	95
Cn1nnnc1SCC(=O)NCc1ccccc1	103	6	101	101	-4	10	-4	98	97	100	99
Cc1ccc([N+](=O)[O-])cc1S(=O)(=O)NCc1cccnc1	99	·	102	106	-3	25	-25	100	104	98	101
Cc1occc1-c1nnc(SCC(=O)NCCc2ccccc2)o1	95	4	91	92	-1	6	2	91	91	111	92
COC(CNC(=O)CSCc1nc(-c2ccc(SC)cc2)oc1C)OC	96	·	96	100	0	16	-19	97	100	99	99
O=C(CCSCc1ccccc1Cl)NCc1ccco1	106	-9	94	101	1	12	-23	99	103	101	101
CCNC(=O)/N=C1/NC(=O)C(C(C)C)O1 (stereo not given)	95	·	99	101	-1	1	-61	102	97	103	100
CSc1ccc(/C=N/NC(=O)CN2CCN(Cc3ccc(Cl)cc3)CC2)cc1	98	2	97	97	-10	18	-3	97	97	102	98
OCCN(Cc1ccccc1)Cc1cccc(F)c1	98	·	101	102	0	31	16	105	99	102	101
O=C(CCCSc1ccccc1)Nc1nc(-c2ccccn2)cs1	105	·	99	104	-1	-63	-66	102	104	97	104
O=C(O)c1cccc(NC(=O)C2CC(=O)N(Cc3ccccc3)C2)c1 (stereo not given)	103	·	101	101	-2	12	-7	104	102	101	102
Cc1cc(C)c(C)c(C(=O)C2OC(=O)C(C)(C)C(=O)C2(C)C)c1C (stereo not given)	101	-10	98	102	-5	21	-6	99	98	100	98
CCc1ccc(NC(=O)N(CCN(C)C)C(C)c2cccnc2)cc1 (stereo not given)	100	·	99	108	0	3	-11	100	96	95	101
